Screening results from PubChem BioAssay.
Rab9 promoter act: activates the Rab9 promoter. Huh7 Rab9 promoter-luciferase reporter, luminescence, 24 h. Potency, µM (doses to about 9.22 µM), without a hit: at the highest dose activation, negative = inhibition, usual class: activators. 2.8% of 320,000 active; also: % of control where 0% means no effect; nearly all actives have a fitted effect of over 60% in size
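Steps: seed 1500 Huh7 Rab9-luc cells per well, rest 2 h at 37 °C; add compound in DMSO; incubate 24 h; add luciferase reagent, 10 min ambient; read luminescence.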
Gal4-VP16 FLuc: counter-screen for ROR gamma inhibitors: Gal4-VP16 reporter. 3.5% of 310,000 active. AID 2546. Potency, µM (series often up to 53.6 µM), for inactives: at the top dose activity, negative = inhibition, usual class: inhibitors. Drosophila S2 Gal4-VP16 UAS-luciferase, luminescence, 20 h;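 also: Gal4-VP16 expression switched on by copper sulfate through the metallothionein promoter; % is scaled to controls: 0 for no effect and ±100 for the full control effect; nearly all actives have a fitted effect of over 50% in size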
NPC1 prom act: activates the NPC1 promoter. Huh7 NPC1 promoter luciferase reporter, 24 h. Potency, µM (top dose mostly 9.22 µM), for the others: at the highest dose activation, usual class: activators. 2.4% of 320,000 active;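 also: % of control where 0% means no effect; nearly all actives have a fitted effect of over 60% in size; reporter is driven by a mutant NPC1 promoter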
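Readout is luciferase luminescence, reflecting NPC1 promoter activation in stably transfected Huh7 cells after 24 h compound exposure at 37 °C in reduced-serum medium with 10% FBS.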
CXXC DNA block: MLL CXXC-DNA interaction inhibition. Q03164. MLL-CXXC / FITC-HOXA9 DNA fluorescence polarization. Potency, µM (titrated, usually from 115 µM), without a hit: at the highest dose activity change, negative = inhibition, actives largely listed as inhibitors. 0.037% of 290,000 active; active = well fitted inhibition curve with a large enough effect in the polarisation, with a control signal flat, not every such curve was filed as active; inconclusive = small, poorly fitted or top-dose-only effect, or effect the other way, or a change in a side signal; inactive = no such curve, though single readings can be large or run the other way; the % refers to the polarisation
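Steps: dispense CXXC domain solution (7 uM) → pin compounds or unlabeled HOX-A9 DNA control → 5 min ambient → add FLSN-HOX-A9 solution (50 nM) → spin → 30 min ambient → fluorescence polarization. Tris pH 7.5/NaCl/DTT/BSA buffer.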
BRCA1 expr up: activators of BRCA1 expression; AID 624202; MCF7-BRCA1-FFLuc reporter, luminescence, 48 h; response scale: scaled: vehicle 0%, 10 µM genistein 100%; Potency, µM (titrated, usually from 46.1 µM), without a hit: top-dose activation, most hits filed as activators; 1.1% of 380,000 active; also: nearly all actives have a fitted effect of over 80% in size; some results filed as inactive show a strong effect at the top dose
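Activators of BRCA1 expression were detected as increased firefly luciferase luminescence in engineered MCF7 cells after 48 h compound incubation. Signals were scaled to genistein 10 microM as full activation.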
ELG1 genotoxic: inducers of genotoxicity in HEK293T ELG1-luciferase cells. 1.3% of 330,000 active. Potency, µM (highest dose often 46 µM), inactives show at the top dose activity change, positive = activation, most hits filed as activators. HEK293T ELG1-luciferase reporter, luminescence, 16 h; also: % of control where 0% means no effect; nearly all actives have a fitted effect of over 60% in size
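Screening used a luciferase reporter fused to human ELG1 in HEK293T cells. Luminescence was read on a CCD plate imager after 16 hr exposure and 30 min ONE-Glo incubation.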
MBNL1 CUG block: blocks human MBNL1 binding to CUG repeat RNA; Q9NR56; TR-FRET MBNL1-His/biotin-(CUG)12 binding, 665/545 ratio; Potency, µM (series often up to 57.5 µM), without a hit: at the highest dose activity change, negative = inhibition, actives largely listed as inhibitors; 0.036% of 280,000 active; AID 2675; active = well fitted inhibition curve with a large enough effect in the signal ratio, with a control signal flat, not every such curve was filed as active; inconclusive = small, poorly fitted or top-dose-only effect, or effect the other way, or a change in a side signal; inactive = no such curve, though single readings can be large or run the other way; the % refers to the signal ratio; also: % is scaled to controls: 0 for no effect and ±100 for the full control effect
Target sequence (Q9NR56 whole entry, looked up): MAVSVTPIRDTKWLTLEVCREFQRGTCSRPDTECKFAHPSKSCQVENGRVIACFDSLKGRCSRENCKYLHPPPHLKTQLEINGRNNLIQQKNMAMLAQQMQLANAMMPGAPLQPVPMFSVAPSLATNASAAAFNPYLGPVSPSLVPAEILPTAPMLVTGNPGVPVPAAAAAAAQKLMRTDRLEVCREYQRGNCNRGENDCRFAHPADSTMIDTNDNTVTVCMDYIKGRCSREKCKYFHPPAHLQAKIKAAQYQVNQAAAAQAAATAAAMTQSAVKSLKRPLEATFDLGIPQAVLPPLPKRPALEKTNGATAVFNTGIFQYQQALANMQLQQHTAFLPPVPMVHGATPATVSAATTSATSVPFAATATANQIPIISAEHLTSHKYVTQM
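His-tagged MBNL1 binding to biotinylated (CUG)12 RNA was measured by TR-FRET using terbium anti-His antibody (0.055 ng/ul final) and streptavidin-XL665 (5 nM final). Compounds were titrated 92 nM to 58 uM; 60 min at room temperature.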
FLuc modulator: counter-screen for miR-21 project: firefly luciferase inhibitors or activators. AID 588342. Potency, µM (doses to about 57.5 µM), for inactives: top-dose activity change, negative = inhibition, usual class: inhibitors. P08659. 6.9% of 360,000 active. purified FLuc, Km substrates, luminescence inhibition;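 also: plate controls were vehicle for no effect and reference inhibitor for full effect; nearly all actives have a fitted effect of over 55% in size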
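Purified P. pyralis luciferase, 10 nM final, with Km-level 10 uM D-luciferin and 10 uM ATP in 50 mM Tris acetate pH 7.5, 10 mM Mg acetate, 0.01% Tween-20, 0.05% BSA; 6-point qHTS titration about 60 µM downward; luminescence read.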
p53 reactivation: mutant p53 re-activation in reporter cells | 0.063% of 320,000 active | AID 504706 | Potency, µM (series often up to 92.2 µM), inactives show top-dose activity change, positive = activation, actives largely listed as activators | H1299 p53-A138V BP100-luciferase reporter, luminescence, 24 h; also: % of control where 0% means no effect; nearly all actives have a fitted effect of over 45% in size
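p53-null H1299 cells stably carrying temperature-sensitive p53-A138V and a BP100-luciferase reporter were pinned with compounds (4-point, 1:5 series) and held 24 hrs at 37 deg C. Luminescence was read 10 min after detection reagent.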
uPA generation: inhibitors of cell surface uPA generation. cell surface uPA generation assay, qHTS. Potency, µM (titrated, usually from 38.3 µM), for the others: at the highest dose activity change, negative = inhibition, actives largely listed as inhibitors. AID 540303. 0.31% of 330,000 active; active = well fitted inhibition curve with a large enough effect; inconclusive = small, poorly fitted or top-dose-only effect; inactive = no such curve, though single readings can be large or run the other way; tested in mouse RAW 264.7 cells; also: % is scaled to controls: 0 for no effect and ±100 for the full control effect; nearly all actives have a fitted effect of over 55% in size
RORg inh: ROR gamma (mouse) transcription inhibition. Potency, µM (top dose mostly 53.6 µM), without a hit: at the highest dose activity change, negative = inhibition, most hits filed as inhibitors. AID 2551. 5.4% of 310,000 active. P51450. Drosophila S2 Gal4-RORgamma UAS-luciferase reporter, 20 h; also: % is scaled to controls: 0 for no effect and ±100 for the full control effect; nearly all actives have a fitted effect of over 60% in size
Target sequence (P51450 whole entry, looked up, the tested form may be a part): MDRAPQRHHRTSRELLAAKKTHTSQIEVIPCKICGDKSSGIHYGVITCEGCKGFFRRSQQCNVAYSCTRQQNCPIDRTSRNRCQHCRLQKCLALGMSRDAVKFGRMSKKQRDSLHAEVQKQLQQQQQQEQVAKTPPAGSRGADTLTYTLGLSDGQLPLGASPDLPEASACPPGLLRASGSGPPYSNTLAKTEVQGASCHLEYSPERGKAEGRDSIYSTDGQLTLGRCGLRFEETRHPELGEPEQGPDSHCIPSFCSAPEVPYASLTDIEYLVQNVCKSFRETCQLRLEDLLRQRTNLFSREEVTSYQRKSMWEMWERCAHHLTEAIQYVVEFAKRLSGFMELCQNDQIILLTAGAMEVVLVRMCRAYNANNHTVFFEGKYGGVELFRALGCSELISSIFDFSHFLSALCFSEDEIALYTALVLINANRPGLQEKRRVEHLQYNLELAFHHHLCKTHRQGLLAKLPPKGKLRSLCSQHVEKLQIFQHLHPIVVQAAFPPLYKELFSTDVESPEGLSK
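Drosophila Schneider cells stably carrying a metallothionein-driven Gal4 DBD–ROR gamma fusion and a UAS-Photinus luciferase reporter were exposed to compound for 1 hr, then induced with copper sulfate (700 uM final) for 20 hr at ambient temperature before luminescence reading.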
* = called active by the depositor; ? = inconclusive; nt = no result given; [ ] = another dose, or the depositor's remark. Unless noted, calls follow the shape of the dose curve; as a rule, active = well fitted curve in the direction sought with a large enough effect; inconclusive = small, poorly fitted or top-dose-only effect, or another doubt; inactive = no such curve, though single readings can be large; an effect the other way counts as inactive or inconclusive. Potency is read from the fitted curve at half-maximal effect. Not all compounds are listed, so the mix of outcomes need not match the whole.

SMILES	Rab9 promoter act	Gal4-VP16 FLuc	NPC1 prom act	CXXC DNA block	BRCA1 expr up	ELG1 genotoxic	MBNL1 CUG block	FLuc modulator	p53 reactivation	uPA generation	RORg inh
COc1ccc(CNC(=O)C(c2ccncc2)N(C(=O)Cc2cccs2)c2ccc(C)cc2)cc1 (configuration not stated)	5%	?	2%	12%	-34%	-2%	8%	-8%	2%	-16%	?
O=C(/C=C/c1ccc2ccccc2n1)N1CCN(S(=O)(=O)c2ccc(F)cc2)CC1	-7%	11%	-3%	-12%	-21%	-4%	13%	-3%	2%	?	2%
O=C(Nc1ccc(S(=O)(=O)NCc2ccccc2)cc1)C1CCCCC1	3%	1%	-5%	6%	-16%	-5%	-1%	5%	-5%	2%	35%
COC(=O)Cn1c(=NC(=O)c2nc3ccccc3s2)sc2cc(S(C)(=O)=O)ccc21	-8%	-6%	1%	-1%	nt	14%	8%	1%	13%	nt	36%
CC1(C(=O)N(CC(=O)NC2CCCC2)Cc2ccc(Cl)cc2)CC(=O)N=C2C=CC=CN21 (configuration not stated)	-2%	-1%	0%	5%	-4%	-1%	0%	2%	3%	2%	-9%
CC(C(=O)N1CCOCC1)c1ccccc1 (configuration not stated)	2%	nt	1%	nt	4%	-1%	nt	6%	0%	3%	nt
COc1ccc(C(=O)c2ccc(CC#N)s2)cc1	?	19%	?	21%	17%	?	?	12µM*	16%	2%	4%
O=C1Nc2ccc(S(=O)(=O)NCC3CCCO3)c3cccc1c23 (configuration not stated)	3%	-18%	-4%	-5%	10%	9%	?	-2%	-1%	-5%	-1%
C[C@@H]1CCC2[C@](C)(CO)[C@@H](O)CC[C@]2(C)[C@@]12CC[C@@](CO)(CC(=O)O)O2 (some centres not stated)	-9%[1.84 µM]	0%	-1%	4%	-13%	2%	-8%	1%	0%	7%	3%
CCOC(=O)c1c(Cl)c(C)nn1-c1nc(OC)cc(OC)n1	0%	10%	-4%	3%	-18%	1%	8%[11.5 µM]	-3%	-6%	2%	6%
C=CCOc1cccc(CNc2ccc3[nH]c(=O)[nH]c3c2)c1	1%	1%	-1%	-7%	-1%	-7%	-3%	?	-4%	-2%	0%
O=C(c1nc2ccccn2c1CNCCCn1ncc2ccccc21)N1CCCC1	-1%	-8%	1%	-6%	5%	1%	-13%	0%	1%	-1%	29%
Cc1nn(-c2ccccc2)c(C)c1NC(=O)COC(=O)c1ccc(Cl)c(N)c1	-5%	nt	-4%	nt	-2%	2%	nt	3%	6%	11%	nt
O=C(Nc1ncc(Cl)cc1Cl)c1c(F)cccc1Cl	18%	-4%	-7%	12%	20%	-5%	nt	-1%	0%	-11%	16%
CCC(C)NC(=O)COc1ccccc1[N+](=O)[O-] (configuration not stated)	0%	-7%	0%	-8%	13%	-4%	24%	1%	5%	-1%	4%
CC12CC3CC(C)(C1)CC(C(=O)Nc1nn[nH]n1)(C3)C2	1%	3%	-2%	8%	-14%	-3%	-4%	1%	1%	nt	7%
Cc1ccc(-c2nnn(CC(=O)Nc3ccccc3N3CCOCC3)n2)cc1	-1%	0%	1%	0%	-28%	-13%	2%	0%	5%	0%	18%
O=C(CC1C(=O)NCCN1C(=O)Nc1ccccc1)Nc1cccc(Cl)c1 (configuration not stated)	2%	2%	-3%	3%	1%	0%	-9%	3%	-5%	-5%	24%
CC(C)Cn1c2nc3ccccc3nc2c2c(=O)n(CCN3CCOCC3)cnc21	-1%	0%	2%	5%	-11%	-5%	?	0%	-1%	-1%	-3%
C=CCC1(C#N)C(=S)NC2=C(C(=O)CC(C)(C)C2)C1c1ccc(Br)cc1 (configuration not stated)	-6%	?	-3%	16%	-6%	0%	?	-1%	-16%	1%	-5%
N#Cc1cc2c([nH]c1=S)CCCCCC2	3%	16µM*	-4%	-12%	1%	-3%	21%	?	-10%	3%	7.1µM*
C[N+]1(CCNC(=O)/C=N/O)CCCCC1	-1%	-10%	0%	14%	-11%	1%	-1%	2%	-5%	1%	-14%
CCOC(=O)C(NC(=O)Nc1ccccc1)(OCC)C(F)(F)F (configuration not stated)	-8%	6%	-4%	-3%	-2%	-5%	1%	0%	9%	7%	6%
COC(=O)c1[nH]c2ccc(F)cc2c1NS(=O)(=O)c1ccc(OC)cc1	-15%	-5%	-19%	-6%	-66%	0%	11%[11.5 µM]	?	10%	-8%	10%
Cc1ccc(C)c(NC(=O)CC2Oc3ccccc3NC2=O)c1 (configuration not stated)	11%	-2%	-1%	4%	-5%	-4%	-5%	0%	-6%	-2%	2%
CCCNC(=O)COC(=O)c1[nH]c(C)c(C(=O)OCC)c1C	4%	8%	3%	7%	32%	9%	1%	?	6%	1%	?
COc1ccccc1NC(=O)CSc1nnc(CC(=O)Nc2ccccc2F)n1C	2%	5%	0%	-2%	-8%	0%	-4%	-8%	4%	4%	15%
Cc1cc(C)cc(OCC(=O)N2Cc3ccccc3CC2C(=O)O)c1 (configuration not stated)	2%	-3%	0%	1%	0%	-3%	1%	?	1%	3%	20%
CCOC(=O)C1(Cc2cccc(Cl)c2)CCCN(C(=O)CCNC(C)=O)C1 (configuration not stated)	-1%	9%	1%	13%	-13%	0%	1%	-1%	nt	6%	32%
CCOC(=O)c1ccc(N2C(=O)CC(N(C)Cc3ccccc3)C2=O)cc1 (configuration not stated)	3%	0%	5%	2%	-9%	-1%	9%	0%	-3%	-8%	-16%
Cc1ccccc1S(=O)(=O)NC1=NCCCCC1	-3%	-4%	1%	8%	-3%	2%	0%	-1%	-7%	3%	0%
Cc1oc(=O)c(NC(=O)c2ccccc2)cc1C(=O)c1ccccc1	2.2µM*	13µM*	?	-22%	47%	?	5%	15µM*	-4%	-14%	?
CCc1cc2c(=O)nc3n(c2s1)Cc1ccccc1/C3=C(/O)c1ccccc1Cl	20%	20%	0%	13%	-13%	8%	16%	-21%	16%	-5%	?
COc1ccc(C(=O)C2CCCN(C(=O)c3cc(C4CC4)[nH]n3)C2)c(C)c1 (configuration not stated)	-3%	0%	-3%	4%	-19%	0%	-13%	-1%	6%	4%	?
CCNc1nc(NCC)nc(OCC(=O)O)n1	-2%	4%	2%	-9%	-22%	-1%	2%	-3%	-1%	-2%	17%
Cc1cc(NC(=O)CSc2nc(=O)n(CCCN(C)C)c3c2CCCC3)no1	-6%	nt	2%	nt	3%	2%	nt	3%	1%	-1%	nt
O=C(CNC(=O)c1cccs1)N/N=C/c1ccccc1[N+](=O)[O-]	?	13%	?	24%	?	?	?	?	21%	-3%	14%
COc1cc(CN2CCN(Cc3cn(C)c4ccccc34)CC2CCO)cc(OC)c1 (configuration not stated)	-4%	-7%	-3%	-1%	-12%	-1%	0%	-1%	nt	8%	-12%
O=C(NC1CCCC1)C(c1ccccc1F)N(C(=O)c1csnn1)C1CC1 (configuration not stated)	6%	7%	0%	1%	2%	-1%	1%	0%	-3%	9%	-1%
Cc1[nH]c(=O)[nH]c(=O)c1S(=O)(=O)N1CCCCC1	3%	2%	-2%	7%	-2%	2%	-3%	-1%	1%	1%	-7%
Cc1oc2c(O)c(O)ccc2c(=O)c1-c1ccc(Cl)cc1	13%	5%	-1%	-9%	7%	5%	-8%	-5%	7%	-11%	-2%[1.91 µM]
CC[C@@]12C(=O)N(c3cccc(F)c3)C(=O)N1[C@H](c1ccc(Cl)cc1)[C@@H]1C(=O)N(C3CCCCC3)C(=O)[C@@H]12	2%	nt	0%	nt	0%	-2%	nt	12%	-5%	0%	nt
Cc1ccc(S(=O)(=O)Nc2c(C)cc(C)nc2Cl)cc1	-2%	3%	-1%	28%	11%	1%	6%	-1%	-1%	-18%	-2%
c1ccc(Oc2c3ccccc3nc3ccccc23)cc1	0%	2%	-1%	?	-61%	16%	12%	3%	10%	-8%	-16%
CC1CCN(C(=O)c2cc3ccccc3o2)CC1	?	4%	?	-7%	11µM*	13µM*	2%	19µM*	?	-4%	?
COc1ccc(OCC(=O)Nc2ccc(N3CCN(C(=O)c4ccco4)CC3)cc2)cc1	-2%	?	10%	9%	-5%	0%	-10%	1%	-1%	-13%	2%

Profiles as entered above. Order of values: Rab9 promoter act	Gal4-VP16 FLuc	NPC1 prom act	CXXC DNA block	BRCA1 expr up	ELG1 genotoxic	MBNL1 CUG block	FLuc modulator	p53 reactivation	uPA generation	RORg inh
Profile of C[N+]1(CCNC(=O)/C=N/O)CCCCC1 : -1%	-10%	0%	14%	-11%	1%	-1%	2%	-5%	1%	-14%
Profile of CC1(C(=O)N(CC(=O)NC2CCCC2)Cc2ccc(Cl)cc2)CC(=O)N=C2C=CC=CN21 (configuration not stated) : -2%	-1%	0%	5%	-4%	-1%	0%	2%	3%	2%	-9%
